Source: PubChem BioAssay (National Center for Advancing Translational Sciences (NCATS))
AMA1 RON2 block = disrupts binding of P. falciparum AMA1 to RON2; actives 0.2% (n = 360,000); Potency, µM (series often up to 58.2 µM), for the others: top-dose activity change, negative = inhibition, usual class: inhibitors; AID 720542; AlphaScreen AMA1-biotinylated RON2 peptide binding;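 note: potency is the fitted concentration of half-maximal effect; 0% = vehicle wells and -100% = peptide control; nearly all actives have a fitted effect of over 45% in size; some results filed as inactive show a strong effect at the top dose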
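AMA1 (3D7) with his tag at 25 nM final met compounds first, then biotinylated RON2 peptide at 25 nM; detection used donor plus acceptor beads, 10 µg/mL apiece, read by AlphaScreen after 30 min at room temperature.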
AmpC detergent = inhibitors of E. coli AmpC beta-lactamase with detergent; P00811; AmpC hydrolysis of nitrocefin, absorbance 480 nm, 0.01% Triton; Potency, µM (highest dose often 114 µM), inactives show top-dose activity change, negative = inhibition, most hits filed as inhibitors; actives 0.041% (n = 370,000);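 note: potency is the fitted concentration of half-maximal effect; 0% = no-compound wells and -100% = no-enzyme wells; nearly all actives have a fitted effect of over 25% in size; some results filed as inactive show a strong effect at the top dose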
Target sequence (P00811 whole entry, looked up): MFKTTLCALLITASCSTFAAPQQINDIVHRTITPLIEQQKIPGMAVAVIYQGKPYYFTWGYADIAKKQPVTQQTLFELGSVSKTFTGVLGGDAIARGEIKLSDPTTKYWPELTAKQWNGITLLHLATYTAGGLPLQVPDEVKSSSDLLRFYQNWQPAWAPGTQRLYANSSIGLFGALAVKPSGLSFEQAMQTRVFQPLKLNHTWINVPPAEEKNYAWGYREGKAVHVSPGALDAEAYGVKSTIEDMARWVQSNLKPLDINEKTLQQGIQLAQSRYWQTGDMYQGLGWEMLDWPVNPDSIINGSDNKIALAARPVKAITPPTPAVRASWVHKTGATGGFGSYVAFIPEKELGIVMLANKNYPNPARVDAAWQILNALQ
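AmpC (5.3 nM in the dispensed reagent) in 20 mM phosphate pH 7.0 with 0.01% (detergent screen) or 0.0001% Triton X-100 was preincubated with compounds for 15 min at room temperature. Nitrocefin was then added from an 800 uM solution, and hydrolysis was followed at 480 nm.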
AmpC inh no detg = AmpC beta-lactamase inhibition without detergent. P00811. AmpC nitrocefin hydrolysis, absorbance 480 nm, 0.0001% Triton. Potency, µM (top dose mostly 57.1 µM), without a hit: at the highest dose activity change, negative = inhibition, most hits filed as inhibitors. actives 0.52% (n = 330,000). AID 485341;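 note: potency is the fitted concentration of half-maximal effect; plate controls were no compound for no effect and no enzyme for full effect; nearly all actives have a fitted effect of over 20% in size; some results filed as inactive show a strong effect at the top dose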
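AmpC (5.3 nM in the dispensed reagent) in 20 mM phosphate pH 7.0 with 0.01% (detergent screen) or 0.0001% Triton X-100 was preincubated with compounds for 15 min at room temperature. Nitrocefin was then added from an 800 uM solution, and hydrolysis was followed at 480 nm.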
Sm TGR block = S. mansoni TGR enzyme inhibition. purified TGR, DTNB reduction, TNB absorbance 405 nm. Q962Y6. Potency, µM (titrated, usually from 114 µM), without a hit: at the highest dose activity change, negative = inhibition, most hits filed as inhibitors. actives 3% (n = 360,000); note: potency is the fitted concentration of half-maximal effect; nearly all actives have a fitted effect of over 60% in size
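First, TGR (20 nM dispensed) and NADPH were mixed with compound. Second, a 15 min room-temperature incubation followed. Third, further NADPH and then DTNB were added to start the reaction. Finally, TNB absorbance was monitored kinetically.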
HCMV inh = blocks human cytomegalovirus replication; actives 4.5% (n = 410,000); HFF cells, HCMV-luciferase reporter, 72 h; active compounds read low; AID 1259415; activity change, negative = inhibition, % at 57.5 µM; in the data active = activity change below about -60%; inconclusive = no clear call, values can overlap the other calls; inactive = above about -39%
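Two compound doses tested in HFFs infected with HCMV-luciferase, MOI 1 PFU/cell, 72 h at 37C. Lysate luminescence read with OneGlo; data normalized against buffer-only and 10uM Salinomycin inhibitor controls.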
FBPA Giardia inh = blocks Giardia fructose-bisphosphate aldolase activity | A8B2U2 | purified Giardia FBPA | Potency, µM (top dose mostly 59.6 µM), for the others: top-dose activity, negative = inhibition, hits mostly inhibitors | actives 0.71% (n = 290,000) | AID 2451; note: potency is the fitted concentration of half-maximal effect; nearly all actives have a fitted effect of over 55% in size
Target sequence (A8B2U2 whole entry, looked up): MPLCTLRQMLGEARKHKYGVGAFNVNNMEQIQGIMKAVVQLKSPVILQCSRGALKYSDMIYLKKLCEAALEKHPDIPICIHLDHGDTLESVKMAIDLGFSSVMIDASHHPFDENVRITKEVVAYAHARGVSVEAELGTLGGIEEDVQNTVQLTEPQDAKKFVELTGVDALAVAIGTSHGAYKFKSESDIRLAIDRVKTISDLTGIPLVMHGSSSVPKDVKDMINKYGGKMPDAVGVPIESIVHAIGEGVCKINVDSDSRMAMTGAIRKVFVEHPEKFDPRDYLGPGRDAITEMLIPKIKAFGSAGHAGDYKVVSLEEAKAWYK
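Giardia FBPA (40 nM reagent) was preincubated 10 min at RT with compound (up to 57.5 uM final), then substrate plus GAPDH/TPI/NAD/arsenate coupling system with diaphorase/resazurin was added; resorufin fluorescence (525/598 nm) was read after 20 min.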
* marks the source's active call; other numbers are inactive results; ? = inconclusive; / = not tested or not shown; [ ] = another dose, or the depositor's remark. Unless noted, calls come from the whole dose curve; as a rule, active = well fitted curve in the direction sought with a large enough effect; inconclusive = small, poorly fitted or top-dose-only effect, or another doubt; inactive = no such curve, though single readings can be large; an effect the other way counts as inactive or inconclusive. Unless noted, % is set by controls: 0 for no effect and ±100 for the full control effect.

Field names: A = AMA1 RON2 block; B = AmpC detergent; C = AmpC inh no detg; D = Sm TGR block; E = HCMV inh; F = FBPA Giardia inh
> COC(=O)/C(=C/c1cccnc1)NC(=O)c1ccccc1
  A = 14% | B = -6% | C = -12% | D = 0% | E = 33 | F = 4%

> CN(C)CCNC(=O)c1ccc(Cn2c(=O)c3cccn3c3cccnc32)cc1
  A = / | B = -6% | C = / | D = -13% | E = ? | F = /

> Cc1cc(N2CCN(C)CC2)nc2ccc(NC(=O)Nc3ccccc3)cc12
  A = / | B = -5% | C = / | D = 1% | E = ? | F = /

> COc1ccccc1OCCCCn1c(C(C)O)nc2ccccc21 (stereo not drawn)
  A = 12% | B = 2% | C = 77%[activator] | D = 3% | E = 7 | F = 8%

> Cc1ccccc1NC(=O)Cc1nnc(SCC(=O)Nc2ccccc2)n1C
  A = 0% | B = 1% | C = 0% | D = 15% | E = 1 | F = 8%

> Cc1ccc(C(=O)N/N=C/c2c(O)ccc3ccccc23)cn1
  A = 48%[activator] | B = -4% | C = -11% | D = -5% | E = -97* | F = 7%

> c1ccc(C[C@H]2CN=C(Nc3ccccc3)N2CC2CCCCCC2)cc1
  A = 0% | B = / | C = 17% | D = / | E = 1 | F = /

> O=C(Nc1ccccc1C(=O)O)c1ccc(N2C(=O)C3CC=CCC3C2=O)cc1 (stereo not drawn)
  A = 3% | B = 4% | C = -25% | D = -1% | E = -37 | F = -7%

> Cc1nc(-c2ccc(C(=O)Nc3ccccc3F)cc2)cs1
  A = -4% | B = ? | C = -30% | D = 0% | E = -70* | F = 0%

> CC(C)NC(=O)c1onc(CSc2ccc(F)cc2)c1C(=O)NC(C)C
  A = 4% | B = -10% | C = 15% | D = -4% | E = -3 | F = /

> CC(=O)c1c(C)n(C)c2ccc(OC(=O)c3ccco3)cc12
  A = -14% | B = 5% | C = -8% | D = -5% | E = 6 | F = 0%

> Cc1ccc(-n2ncc3c(=O)[nH]cnc32)c(C)c1
  A = 6% | B = -12% | C = -2% | D = 0% | E = -13 | F = 15%

> CCOC(=O)c1nn(-c2cccc(Cl)c2)c2nc(Nc3ccccc3)cc(=O)n12
  A = 11% | B = -12% | C = 68%[activator] | D = -5% | E = -18 | F = 2%

> Cc1ccc2nc(/C(C#N)=N/O)[nH]c2c1
  A = 49%[activator] | B = ? | C = -36% | D = -7% | E = 46 | F = -16%

> COc1ccc(NC(=O)C2CCC(=O)N2C(=O)OCc2ccccc2)cc1 (stereo not drawn)
  A = 4% | B = -6% | C = -4% | D = -9% | E = -35 | F = -5%

> O=C(OCc1cccnc1)C1=Cc2ccccc2OC1
  A = -5% | B = 0% | C = -2% | D = 11% | E = -103* | F = 3%

> CCCCc1nc2ccc(S(=O)(=O)O)cc2[nH]1
  A = 5% | B = 0% | C = -4% | D = 19% | E = 0 | F = 2%

> Cc1cccc(OCc2nnc(SCC(=O)Nc3ncc(C)s3)o2)c1
  A = 121%[activator] | B = -4% | C = -34% | D = 10% | E = 14 | F = 7%

> N#Cc1ccc(CSc2nnc(-c3ccccc3)n2Cc2ccco2)cc1
  A = 0% | B = -2% | C = -6% | D = -1% | E = -30 | F = 3%

> Cc1cccc(N2CCN(C(=O)C3CCN(S(=O)(=O)c4cccc5nsnc45)CC3)CC2C)c1 (stereo not drawn)
  A = -1% | B = -2% | C = ? | D = -15% | E = ? | F = -1%

> Cc1cc(NCc2cccnc2)no1
  A = -2% | B = -7% | C = 0% | D = 10% | E = ? | F = 4%

> CCOC(=O)c1sc(NC(=O)c2c(OC)cccc2OC)nc1C
  A = -4% | B = ? | C = -58% | D = 8% | E = -33 | F = -5%

> O=C(c1n[nH]c(=O)c2ccccc12)N1CCN(c2ccc(F)cc2)CC1
  A = 5% | B = ? | C = -16% | D = 0% | E = -102* | F = -3%

> C#CCOCCOCCOCCNc1nc(N2CCN(C(=O)[C@H]([C@@H](C)CC)n3cc([C@@H](N)CC(C)C)nn3)CC2)nc(N2CCN(C(=O)[C@H](Cc3ccc(O)cc3)n3cc([C@@H](N)C(C)CC)nn3)CC2)n1 (stereo partly drawn)
  A = 2% | B = 2% | C = 202%[activator] | D = -16% | E = -8 | F = -6%

> CCCCCC(=O)N(c1ccc(OCC)cc1)S(=O)(=O)c1ccc2c(c1)n(C)c(=O)n2C
  A = / | B = 8% | C = / | D = -2% | E = -1 | F = /

Ordered by heavy-atom count (smallest number first): part of the list above.
Field names: A = AMA1 RON2 block; B = AmpC detergent; C = AmpC inh no detg; D = Sm TGR block; E = HCMV inh; F = FBPA Giardia inh
> O=C(OCc1cccnc1)C1=Cc2ccccc2OC1
  A = -5% | B = 0% | C = -2% | D = 11% | E = -103* | F = 3%

> Cc1nc(-c2ccc(C(=O)Nc3ccccc3F)cc2)cs1
  A = -4% | B = ? | C = -30% | D = 0% | E = -70* | F = 0%

> CCOC(=O)c1sc(NC(=O)c2c(OC)cccc2OC)nc1C
  A = -4% | B = ? | C = -58% | D = 8% | E = -33 | F = -5%

> O=C(c1n[nH]c(=O)c2ccccc12)N1CCN(c2ccc(F)cc2)CC1
  A = 5% | B = ? | C = -16% | D = 0% | E = -102* | F = -3%

Further entries follow.
Field names: A = AMA1 RON2 block; B = AmpC detergent; C = AmpC inh no detg; D = Sm TGR block; E = HCMV inh; F = FBPA Giardia inh
> Cc1ccc(N(CC(=O)NC(C)(C)C)C(=O)CS(=O)CC(=O)Nc2ccc3c(c2)OCO3)cc1 (stereo not drawn)
  A = -4% | B = 2% | C = 34% | D = 0% | E = 13 | F = 1%

> CCOc1ccc(C(=O)CCC(=O)Nc2cc(C)ccn2)cc1
  A = 0% | B = ? | C = -51% | D = -6% | E = -9 | F = /

> CCC(C(=O)NC(C)CCc1ccccc1)n1nc(C)n2c(cc3occc32)c1=O (stereo not drawn)
  A = 0% | B = -8% | C = 3% | D = -14% | E = / | F = 1%

> COc1ccc(S(=O)(=O)n2nc(-c3ccco3)nc2NCc2ccc(OC)c(OC)c2)cc1
  A = / | B = -2% | C = / | D = -12% | E = 5 | F = /

> Fc1ccc2cnc(CCO[C@H]3CCCCO3)cc2c1
  A = -9% | B = / | C = 17% | D = / | E = 43 | F = /

> Cc1cc(C)cc(NC(=O)Cn2c(=O)n(C(C)C)c(=O)c3oc4ccccc4c32)c1
  A = / | B = -4% | C = / | D = 2% | E = -17 | F = /

> O=S(=O)(NC[C@@H]1CCC[C@H](CNS(=O)(=O)c2c(F)cccc2F)C1)c1ccc2c(c1)OCCO2
  A = / | B = -7% | C = -24% | D = -8% | E = / | F = /

> Cc1ccc(C(=O)NC2CCN(S(=O)(=O)c3ccccc3)CC2)cc1
  A = 11% | B = 1% | C = -9% | D = 6%[57.1 µM] | E = -25 | F = -2%

> COc1ccc(-c2nc(C#N)c(NCc3ccccc3Cl)o2)cc1OC
  A = 4% | B = -8% | C = -25% | D = 15% | E = -28 | F = -1%

> CC(=NCCN1CCCCC1)c1c(O)n(Cc2ccccc2)c(=O)[nH]c1=O
  A = 28% | B = -13% | C = 22% | D = 0% | E = 8 | F = -5%

> CCCCNC(=O)c1onc(CSc2ccccc2)c1C(=O)NCCCC
  A = 15% | B = -12% | C = -10% | D = -1% | E = -8 | F = /

> Cc1ccc(Sc2ncccc2COC(=O)Nc2c(C)cccc2C)cc1
  A = 28% | B = ? | C = -21% | D = 12% | E = 27 | F = 4%

> C=CCNC(=O)C1CCN(C(=O)c2ccc(-c3ccccc3)cc2)CC1
  A = -1% | B = 1% | C = 157%[activator] | D = 37%[activator] | E = 8 | F = 2%

> Cc1cc(C)nc(/N=C(\N)Nc2cccc(OCc3ccccc3)c2)n1
  A = -5% | B = 0% | C = -8% | D = -25% | E = -73* | F = 6%

> CC12CCC(C/C1=N/NC(=O)COc1ccccc1Cl)C2(C)C (stereo not drawn)
  A = 1% | B = 8% | C = 72%[activator] | D = 21% | E = -31 | F = 1%

> COc1ccc(NC(=O)c2ccc(NC3CC(=O)N(c4ccc(C)cc4C)C3=O)cc2)cc1 (stereo not drawn)
  A = 0% | B = 3% | C = -36% | D = -1% | E = 54 | F = 1%

> O=C(CN(Cc1ccccc1Cl)C(=O)CCC(=O)Nc1nccs1)NCC1CCCO1 (stereo not drawn)
  A = -11% | B = 3% | C = 34%[activator] | D = -21% | E = 10 | F = 7%

> Cc1ccc2oc(C(=O)N3CCCCCC3)c(C)c2c1
  A = -13% | B = 15% | C = 28% | D = 5% | E = 195 | F = /

> c1ccc(-c2nnc(-c3ccccn3)s2)nc1
  A = 11% | B = -3% | C = -2% | D = 12% | E = 7 | F = -18%

> c1cc(-c2sc(-c3ccncc3)c(-c3ccncc3)c2-c2ccncc2)ccn1
  A = -26% | B = -12% | C = 40% | D = -20% | E = -79* | F = -15%

> Cc1ccc(C)c(S(=O)(=O)N2CCN(C(=O)Cn3cnc4c3c(=O)n(C)c(=O)n4C)CC2)c1
  A = 0% | B = 4% | C = 54% | D = -22% | E = -32 | F = /

> O=C(Nc1ccccc1Br)c1ccccc1-c1ccccc1
  A = -1% | B = -6% | C = -12% | D = -3% | E = -36 | F = 0%

> COc1cccc(-n2cc(C(=O)Oc3ccc(F)cc3)c3ccccc3c2=O)c1
  A = / | B = -4% | C = / | D = 10% | E = -30 | F = /

> CCOc1ccc(N2CC(O)Cn3c2nc2c3c(=O)n(CCCc3ccccc3)c(=O)n2C)cc1 (stereo not drawn)
  A = -9% | B = -4% | C = 69%[activator] | D = -21% | E = -16 | F = 6%

> Cc1ccc(NC(=O)N2CCN(c3cc(-c4noc(C)n4)ccc3C)CC2)c(F)c1
  A = / | B = -1% | C = / | D = 12% | E = -26 | F = /

> [O-]/[N+](=C\c1ccco1)c1ccc(Cl)cc1
  A = -8% | B = -14% | C = -19% | D = -35% | E = 27 | F = 14%

> CC(=O)N1c2ccc(S(=O)(=O)N3CCC(C(=O)N4CCC(C)CC4)CC3)cc2CC1C (stereo not drawn)
  A = 18% | B = 2% | C = 88%[activator] | D = -1% | E = -1 | F = -4%

> O=C(Cn1nnc(-c2ccccc2)n1)NC1CCS(=O)(=O)C1 (stereo not drawn)
  A = 10% | B = ? | C = -10% | D = 0% | E = -7 | F = /

> O=C(NCCc1csc(-c2cccnc2)n1)c1ccc(F)c(F)c1
  A = / | B = -3% | C = / | D = 4% | E = -33 | F = /

> Cc1cccc2c(=O)cc(CSc3ccccc3NC(=O)c3cccc(Cl)c3)[nH]c12
  A = / | B = 19% | C = / | D = -1% | E = 25 | F = /

> O=C(CCn1c(=O)c2cccn2c2cccnc21)N1CCN(c2ccccc2)CC1
  A = / | B = 10% | C = / | D = 10% | E = -19 | F = /

> Cc1ccc(OCc2nnc(NC(=O)c3ccco3)s2)c(C)c1
  A = -3% | B = ? | C = -14% | D = -5% | E = -105* | F = 4%
